Source: PubChem (several laboratories)
rCAG RNA binder – r(CAG) repeat RNA binding. AID 651821. 370,000 compounds, 1.3% hits. inhibition, % at 3 µM. TO-PRO-1 dye displacement fluorescence;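 active means inhibition above the plate cutoff, the mean of all test compounds on that plate plus 3 SD, cut at about 35% in these data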;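 further: 0% = DMSO alone and 100% = 100 µM mitoxantrone as full dye displacement; higher means more dye released from RNA so lower well fluorescence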
ADAM10 inh – inhibitors of human ADAM10. recombinant ADAM10, EDANS/DABCYL FRET peptide cleavage, 3 h. inhibition, % at 7 µM. O14672. 370,000 compounds, 0.62% hits;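 active means inhibition above a per-campaign cutoff equal to the mean of compounds falling between control-based bounds plus 3 SD, cut at about 20% in these data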;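 further: 0% = DMSO wells while the 100% control is not disclosed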
KLK7 zymogen act – activators of human kallikrein-7 zymogen; P49862; purified proKLK7, EDANS-DABCYL substrate fluorescence; 100% is mature enzyme control, 0% vehicle; activation, % at 7 µM; 370,000 compounds, 0.9% hits; AID 652039;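 active means activation above the mean of all tested compounds plus 3 SD, computed per campaign excluding outliers beyond control limits, cut at about 13% in these data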
NPR1 activator – GC-A (human) enzyme activation; P16066; HEK293 GC-A cells, cGMP TR-FRET, EC30 ANP; 0% at EC30 ANP, 100% saturating ANP; activation, % at 10 µM; 370,000 compounds, 0.14% hits; in the data active means activation above about 40%
Target sequence (P16066 whole entry, looked up): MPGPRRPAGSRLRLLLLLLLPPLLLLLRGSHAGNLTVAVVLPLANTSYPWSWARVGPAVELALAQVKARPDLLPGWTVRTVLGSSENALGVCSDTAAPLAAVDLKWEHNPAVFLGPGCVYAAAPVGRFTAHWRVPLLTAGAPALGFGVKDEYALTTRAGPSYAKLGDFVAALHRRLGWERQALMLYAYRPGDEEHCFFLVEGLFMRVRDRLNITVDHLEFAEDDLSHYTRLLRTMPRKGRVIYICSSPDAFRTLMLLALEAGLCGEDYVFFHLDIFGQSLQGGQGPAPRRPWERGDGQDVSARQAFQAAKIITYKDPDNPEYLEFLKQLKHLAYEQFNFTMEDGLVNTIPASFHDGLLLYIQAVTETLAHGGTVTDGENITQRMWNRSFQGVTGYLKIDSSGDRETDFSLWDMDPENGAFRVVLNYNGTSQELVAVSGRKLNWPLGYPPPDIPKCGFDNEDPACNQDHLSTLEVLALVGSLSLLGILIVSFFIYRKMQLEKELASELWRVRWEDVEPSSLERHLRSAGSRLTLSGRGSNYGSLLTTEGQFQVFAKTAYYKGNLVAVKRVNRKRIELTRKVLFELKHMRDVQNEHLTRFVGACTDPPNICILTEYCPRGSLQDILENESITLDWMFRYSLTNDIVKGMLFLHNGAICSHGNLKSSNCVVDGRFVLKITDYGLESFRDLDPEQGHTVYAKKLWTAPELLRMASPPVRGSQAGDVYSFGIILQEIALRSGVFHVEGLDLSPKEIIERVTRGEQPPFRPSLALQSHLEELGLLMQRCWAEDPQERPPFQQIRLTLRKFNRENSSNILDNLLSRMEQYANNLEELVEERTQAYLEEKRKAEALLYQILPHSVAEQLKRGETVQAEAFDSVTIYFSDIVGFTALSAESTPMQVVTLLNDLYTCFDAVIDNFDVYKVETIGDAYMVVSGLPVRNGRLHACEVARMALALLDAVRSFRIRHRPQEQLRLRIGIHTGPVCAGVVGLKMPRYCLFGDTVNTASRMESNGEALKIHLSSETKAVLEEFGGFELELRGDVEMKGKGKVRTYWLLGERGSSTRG
HGIII-sPLA2 inh – Blocks human group III sPLA2 activity; Q9NZ20; inhibition, % at 12.2 µM; 370,000 compounds, 0.56% hits; QFRET BODIPY PC-A2 liposome hydrolysis, fluorescence;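 active means inhibition above mean plus 3 SD of compounds lying within the high and low control bounds, cut at about 19% in these data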;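 further: 0% = median of test compound wells and 100% = no enzyme DMSO wells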
GAA850 FXN act – frataxin GAA850 promoter activation; AID 540364; HEK293 lucGAA850 FXN promoter luciferase reporter, 24 h; percent of 10 µM SAHA response; activation, % at 6 µM; 360,000 compounds, 0.56% hits;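 active means activation above the average of all compounds screened plus 3 SD, cutoff fixed separately per campaign, cut at about 7.5% in these data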;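 further: 0% = DMSO wells and 100% = 10 µM SAHA wells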
ASAP1 GAP inh – ASAP1 ArfGAP inhibition; ASAP1-stimulated ARF1 GTP hydrolysis, GDP FP detection; inhibition, % at 16.5 µM; Q9ULH1; 360,000 compounds, 0.19% hits; AID 624377; in the data active means inhibition above about 25%;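 further: 0% = vehicle with enzyme and substrate and 100% = no enzyme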
DDE Tn6 FP inh – disrupts Tn6 cyclic peptide binding to fibrin D-Dimer-E complex; P02675; Fibrin DD(E) TRITC-Tn6 fluorescence polarization displacement; 370,000 compounds, 0.21% hits; inhibition, % at 8.3 µM;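 active means inhibition above a per-campaign cutoff: mean of compounds within control limits plus 3 SD, cut at about 15% in these data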;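 further: 0% = median of all compound wells on the plate and 100% = blocking peptide control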
ARFGAP1 inh – inhibits rat ARF GTPase activating protein 1. 360,000 compounds, 0.26% hits. Q62848. inhibition, % at 16.5 µM. Arfgap1-stimulated ARF1 GTP hydrolysis, GDP FP detection;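 active means inhibition above a per-plate limit, mean inhibition of low control wells plus 3 SD, cut at about 25% in these data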;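 further: 0% = DMSO wells with enzyme and 100% = wells lacking Arfgap1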
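material = rat Arfgap1 catalytic domain, aa 1-136 | also added = human ARF1(Δ1-17)-GTP substrate | compound dosing = one concentration, 16.5 µM, DMSO 1.26% | times = GTP hydrolysis reaction 2 h at 25 °C | measured by = FP, GDP Alexa 633 tracer displaced from anti-GDP antibody, 620/688 nm | evaluation = percent inhibition of Arfgap1-stimulated GTP hydrolysis | replication = single well per compound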
NPR2 activator – GC-B (human) receptor activation | 370,000 compounds, 0.11% hits | AID 1920062 | P20594 | HEK293-GC-B cells, CNP EC30, cGMP TR-FRET; 0% at EC30 CNP, 100% saturating CNP | activation, % at 10 µM;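 active means activation at 10 µM reaching about 35% in either raw or pattern-adjusted values, limit read from the data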
Starred values were filed as active, the others as inactive; · = no result given.

SMILES	rCAG RNA binder	ADAM10 inh	KLK7 zymogen act	NPR1 activator	HGIII-sPLA2 inh	GAA850 FXN act	ASAP1 GAP inh	DDE Tn6 FP inh	ARFGAP1 inh	NPR2 activator
Cc1c(C(=O)OCc2nc3scc(-c4ccccc4)c3c(=O)[nH]2)cccc1[N+](=O)[O-]	6	2	0.0	0	-8	1.0	8	-5	2	6
COc1ccc(CNC(=O)C2CCN(S(=O)(=O)c3ccccc3)CC2)cc1	-4	-6	0.7	0	-1	1.3	2	13	2	2
Cc1ccc(/C=C2\SC(=S)N(c3cccnc3)C2=O)o1	4	4	-0.1	-3	2	1.5	6	2	0	-3
CC1CC(C)CN(CC(=O)N2CCOCC2)C1 (stereo not drawn)	-1	0	0.4	1	3	0.0	5	-5	-6	-2
O=C(c1ccco1)c1cn(CC(=O)N2CCCc3ccccc32)c2ccccc12	5	6	0.2	3	-5	-0.6	10	6	-8	-1
O=C(CN1CCCCCC1)Nc1ccccc1Oc1ccccc1	-7	8	0.2	-4	3	1.2	3	-1	0	4
COc1ccc(NC(=O)c2cccc3c(-c4cccnc4)coc23)cc1	2	-35	-5.8	-3	8	1.3	32*	0	26*	-3
COc1cccc(/C=N/NC(=O)CNC(=O)c2ccncc2)c1O	-2	-15	-4.6	-2	-1	-0.8	-2	-7	7	4
COCCCNC(=O)c1ccc2nc(Cc3ccc(OC)cc3)oc2c1	-4	0	-0.7	-1	-10	4.4	1	1	-1	2
COC(=O)C1CCCN1S(=O)(=O)c1ccc([N+](=O)[O-])cc1 (stereo not drawn)	-4	-3	-0.1	0	0	-0.8	2	3	2	6
CCc1nnc(NS(=O)(=O)c2ccc(NC(=O)c3ccccc3)cc2)s1	9	-8	0.0	2	-23	2.2	-8	7	3	1
O=C(NCc1cccc2ccsc12)c1cccs1	5	9	-0.4	-2	-4	1.8	9	-2	-9	-3
Cc1ccc(CNC(=O)c2ccc(NS(=O)(=O)c3cccs3)cc2)cc1	9	2	-0.7	-4	-13	-1.0	-7	2	4	4
NC(=O)C1CCN(C(=O)c2cc3ccccc3cc2O)CC1	3	-5	-16	1	1	0.9	-10	-4	7	4
c1csc(-c2csc3nc(CN4CCOCC4)nc(NCc4ccc5c(c4)OCO5)c23)c1	7	3	0.0	29	-7	-3.6	-1	-10	17	32
COc1ccc(N2CCN(S(=O)(=O)c3ccc(-n4cnnn4)c(C)c3)CC2)cc1	-1	-2	0.8	-4	2	1.1	0	2	9	2
O=C(NCc1ccco1)C1CC(c2ccccc2O)=NO1 (stereo not drawn)	5	8	0.1	-1	5	0.5	1	-4	-7	3
CCNS(=O)(=O)c1ccc(NC(=O)Nc2cc(C)ccc2OC)cc1	13	10	0.1	-10	-24	-0.6	4	-5	14	-5
CCC(=O)Nc1nnc(SCC(=O)Nc2ccc(F)cc2)s1	0	-1	0.5	2	1	-1.1	9	-1	-1	2
C=CCc1cccc(CNc2c(C)n(C)n(-c3ccccc3)c2=O)c1O	-2	7	0.0	-1	-17	-0.9	-10	2	6	-1
Cc1cccc(/C(N)=N/OC(=O)c2ccc3c(c2)OCO3)c1	3	3	0.4	3	1	7.9*	-8	1	1	-3
CCN1CCn2c1nc(N1CCOCC1)nc2=O	1	12	0.1	4	3	-0.1	-2	-5	0	0
CC(C)CCCC(C)NS(=O)(=O)Cc1ccccc1 (stereo not drawn)	-7	-1	0.1	4	-3	-2.3	-9	-5	8	1
CCOc1ccccc1OCCCCOc1ccccc1F	0	1	-0.6	-1	10	1.1	-6	4	12	1
Cc1cccc(CN2CCN(Cc3cnn(-c4ccccc4F)c3)CC2CCO)n1 (stereo not drawn)	-4	-4	0.4	-1	0	2.0	-15	3	-1	3
Cc1cccc(OCC(=O)NCCCNC(=O)c2cnccn2)c1	-5	-4	-0.2	0	-1	1.0	0	1	4	1
O=C(COC(=O)c1cccc(Cl)c1)NC1CCS(=O)(=O)C1 (stereo not drawn)	1	-12	-0.3	-1	9	0.3	-13	2	-15	-2
CC(C)n1ncc2c(C(=O)Nc3ccc(CC#N)cc3)cc(C3CC3)nc21	-1	1	0.3	1	-4	-1.4	7	-5	-2	7
C/C(=N/Nc1ccc(C(=O)O)cc1)c1ccc(O)c(O)c1O	1	3	0.1	-4	-4	2.4	-8	-1	1	-2
ON=C1C2CC=C(c3ccccc3)C1CCC2 (stereo not drawn)	0	-5	-0.1	1	-1	3.5	-3	3	-1	-4
CN(C(=O)c1ccc(NC(=O)C2CCN(C(=O)OC(C)(C)C)CC2)cc1)C1CC1	-10	4	0.7	6	-1	0.4	11	-2	25*	1
CCCCCC(=O)N1C[C@H](n2cc(-c3ccc(F)cc3)nn2)[C@@H](O)C[C@@H]1c1ccc(C)cc1	3	14	0.4	-2	-33	-2.5	2	0	11	2
COc1ccc(-c2ccc3oc(-c4ccc(OC)cc4)c(C#CCO)c3c2)cc1	8	-166	-8.1	-3	-4	-7.0	-4	-3	10	-2
COc1cccc(C(=O)Nc2nnc(S(=O)(=O)N(C)c3ccccc3)s2)c1	27	-6	0.0	5	-7	4.1	16	0	15	2
COc1ccc(CCNC(=O)c2cc(S(=O)(=O)N(C)C)ccc2N2CCCC2)cc1	-6	2	-0.8	3	4	1.1	-3	-2	-9	5
Cc1cccc(C(=O)NNC2=C(C(=O)C(F)(F)F)CCC2)c1O	15	-8	0.2	-3	7	-4.4	-10	-6	-6	6
CCC(C)[C@H](NC(=O)[C@H](Cc1ccccc1)NC(=O)OC(C)(C)C)C(=O)NCc1ccccc1Br (stereo partly drawn)	8	-10	0.2	4	20*	·	·	2	·	2
CC1CCN(c2ccc([N+](=O)[O-])c(SCCO)c2)CC1	1	-6	0.0	1	7	1.1	9	-4	0	-8
COc1ccc(/C=C2/SC(=S)N(NS(=O)(=O)c3ccc(C)cc3)C2=O)cc1	84*	3	0.8	-9	-7	0.4	-3	-3	-8	-4
c1ccc(CN2CCN(c3ncnc4sccc34)CC2)cc1	·	3	·	-3	0	·	·	2	·	-3
Cc1cc(=O)oc2cc(OCC(=O)N3CCC(O)CC3)c(Cl)cc12	2	-97	0.7	0	1	0.9	7	4	1	-4
COc1ccccc1OCCNC(=O)/C=C/c1ccc([N+](=O)[O-])cc1	2	-2	0.6	9	12	0.1	3	-3	-4	3
CCOC(=O)C1=C(CSCc2ccccc2)NC(=O)NC1c1cc(C)ccc1C (stereo not drawn)	-5	14	-0.1	-20	4	-1.3	5	-4	-6	-9
O=C(COC(=O)c1ccc([N+](=O)[O-])o1)c1ccccc1	1	-6	-0.4	1	0	0.1	12	5	0	3
COC(=O)[C@@H]1CCCN1Cc1c(C(=O)N2CCCCC2)nc2c(C)cccn12	-7	-4	0.3	4	1	-0.9	8	5	-5	3
CCOC(=O)[C@]12CCCC=C1N(Cc1ccc3c(c1)OCO3)C(=O)[C@H](CC(=O)N1CCOCC1)C2	-1	-8	-0.9	-1	4	·	-6	0	1	-2
OC(c1ccccc1)c1nc(-c2cccc3cccnc23)cs1 (stereo not drawn)	1	-26	1.0	-2	-6	0.3	-1	-5	4	1
O=C(CCCSc1nc2sc3c(c2c(=O)[nH]1)CCC3)NCCCO	-1	-27	-0.1	-2	-3	2.0	4	-3	-3	-1
O=C(CNS(=O)(=O)c1ccc2ccccc2c1)NCCc1ccccn1	-2	-6	-0.6	-3	-2	-0.6	-1	0	-3	-1
O=C(Nc1nnc(-c2ccccc2Cl)o1)c1ccco1	2	-2	0.6	3	-4	2.7	1	-1	-8	-2
COc1ccc(NC(=O)C2CCN(C(=O)c3ccccc3)CC2)cc1OC	-4	0	-0.7	-3	6	-1.4	-10	-4	8	-4
C/C=C/c1ccc(OCCCCN2CC(C)CC(C)C2)c(OC)c1 (stereo not drawn)	-12	5	-0.5	-1	2	-1.2	11	2	-4	-2
N#CCCCSc1nnc(Cc2ccc3c(c2)OCO3)o1	-2	1	-0.2	2	-2	1.1	3	18*	6	3
O=C(CCNc1n[nH]c(=O)[nH]c1=O)N1CCCCC1	-2	2	0.0	-1	0	0.6	3	0	-4	1
CCc1oc2ccccc2c1C(=O)c1cc(Br)c(O)c(Br)c1	57*	18	1.0	4	-6	0.6	0	-14	-16	8
O=C(Nc1ccc([N+](=O)[O-])cc1)Nc1nc(-c2ccc(Cl)s2)cs1	51*	6	0.3	16	-6	-11	6	-4	-9	-4
CCCCNC(=O)CNC(=S)N(Cc1cc(OC)c(OC)c(OC)c1)C1CCCC1	-7	5	0.2	-4	-1	0.1	-5	0	5	-1
CC1(C)Nc2ccccc2N(CC(=O)N2CCCCC2)C1=O	1	1	0.2	3	1	-0.8	-6	2	8	6

Copied from the list.
`CC1(C)Nc2ccccc2N(CC(=O)N2CCCCC2)C1=O` | DDE Tn6 FP inh: 2
`CCCCNC(=O)CNC(=S)N(Cc1cc(OC)c(OC)c(OC)c1)C1CCCC1` | NPR1 activator: -4
